NRP1-CendR mod = modulators of CendR peptide binding to NRP-1, primary screen, biochemical, fluorescence polarization, uHTS; FAM-RPARPAR peptide binding to NRP-1; AID 602438, 2012; actives 0.85% (n = 360,000); inhibition, % at 25 µM;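 active = inhibition or corrected inhibition above about 18%, plus a signal ratio from 0.5 to 1.5, limit read from the data, passing the limit was not always enough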; note: strong numbers were not always called active
MT1-MMP act inh = blockers of MT1-MMP proenzyme processing, primary screen, HT1080 RFP-PRO-GFP cells, GFP/RFP fluorescence; Matrix metalloproteinase-14 (Homo sapiens), P50281; GFP/RFP ratio fluorescence, overnight; percent of plate control window, DMSO zero; GFP/RFP ratio change, % at 20 µM; actives 0.061% (n = 360,000);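 active = GFP/RFP ratio change of at least 30% with cell ATP level not reduced by more than half and red fluorescence within 50% of control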; note: strong numbers were not always called active
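Assay system – RFP-PRO-GFP reporter HT1080 cells · Compound dosing – single dose of 20 µM compound, 1% DMSO final · Incubation – overnight compound exposure at 37 °C · Measure – GFP/RFP fluorescence ratio · Benchmarks – DMSO wells and RFP-L50D-GFP cells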
MsrA inh = bovine MsrA enzyme inhibitors, primary screen, biochemical, absorbance, HTS; purified bovine MsrA, absorbance read-out; actives 0.75% (n = 360,000); inhibition, % at 15.5 µM; Methionine sulfoxide reductase A (Bos taurus); in the data active = inhibition above about 4.5%;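 note: 0% = vehicle wells with enzyme and 100% = reference inhibitor wells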
MsrA act = bovine MsrA enzyme activators, primary screen, biochemical, absorbance, HTS. Methionine sulfoxide reductase A (Bos taurus). purified bovine MsrA, absorbance read-out. activation, % at 10.6 µM. actives 0.3% (n = 360,000). AID 602163, 2012; in the data active = activation above about 7.5%;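 note: 0% = vehicle and 100% = reference activator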
FAS-TE inh = FAS thioesterase domain inhibitors, primary screen, biochemical, fluorescence intensity, uHTS; Fatty acid synthase (Homo sapiens), P49327; recombinant FAS-TE, OMFH fluorogenic substrate, fluorescence endpoint; inhibition, % at 15 µM; actives 0.67% (n = 360,000); AID 602261, 2012;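 active = compounds whose normalised, plate-corrected inhibition of enzyme fluorescence in the single-dose primary screen is 50% or more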;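 note: 0% = DMSO with enzyme and 100% = substrate without enzyme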
Neddyl block = inhibitors of cullin neddylation, primary screen, biochemical, TR-FRET, uHTS, NAE and Ubc12; actives 0.58% (n = 360,000); NEDD8-conjugating enzyme Ubc12 (Homo sapiens) + NEDD8-activating enzyme E1 regulatory …; AID 651699, 2012; calls only at 25 µM; in the data active = inhibition above about 36%
eLon inh = inhibitors of E. coli Lon protease, primary screen, biochemical, fluorescence polarization; P0A9M0; purified E. coli Lon protease; actives 0.42% (n = 360,000); inhibition, % at 7.94 µM; AID 602123, 2011; in the data active = inhibition above about 13%, passing the limit was not always enough;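 note: 0% = enzyme with probe and DMSO and 100% = no enzyme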
SKN-1 inh = suppressors of acrylamide-induced Pgst-4::GFP reporter in worms, primary screen, SKN-1 inhibitor project, whole organism, uHTS, GFP/RFP fluorescence ratio, strain VP596; C. elegans VP596 Pgst-4::GFP/RFP ratio, 24 h; AID 624304, 2012; actives 0.49% (n = 360,000); inhibition, % at 21.8 µM;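 active = interference check ratio from 0.5 to 1.5 plus GFP to RFP signal ratio inhibition reaching or exceeding a fixed threshold, cut at about 30% in these data, passing the limit was not always enough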; note: some compounds called inactive have numbers as strong as hits
Rin1 Abl inh = inhibitors of Rin1-Abl protein binding, primary screen, biochemical, TR-FRET; actives 0.4% (n = 360,000); AID 588664, 2011; inhibition, % at 7.35 µM; in the data active = inhibition above about 5%, passing the limit was not always enough
Active calls of the source: *; i = inactive; / = no result given; + = active, no number.

# | canonical_smiles | NRP1-CendR mod | Rin1 Abl inh | MsrA inh | Neddyl block | MT1-MMP act inh
1 | O=S(=O)(Nc1cc(Cl)ccn1)c1ccc(Cl)cc1 | -4 | 4 | -0.2 | i | 3
2 | COc1cccc(CN(C)C(=O)CN2C(=O)NC(c3ccccc3)(c3ccccc3)C2=O)c1OC | 5 | 5 | -0.8 | i | 5
3 | Cc1cc(C(=O)COc2ccc(C#N)cc2)c(C)n1-c1ccc2c(c1)OCO2 | 4 | -1 | 0.3 | i | 3
4 | CN(CC(=O)Nc1cccc(S(=O)(=O)NC2=NCCC2)c1)Cc1ccccc1Cl | 24 | 3 | -0.6 | i | -3
5 | CN1CCN(C(=O)/C(=C/c2ccc(F)cc2)c2ccsc2)CC1 | 2 | 0 | 2.5 | i | 4
6 | Brc1ccccc1/C=N/N1CCCCC1 | 4 | 2 | -1.0 | i | -3
7 | CCOc1ccc(C2N(c3cc(C)on3)C(=O)C3CCCN32)cc1OC (configuration not stated) | 4 | -1 | -1.0 | i | -2
8 | O=C(NCCN1CCOCC1)Nc1ccc(F)cc1 | 8 | -1 | -0.6 | i | 0

# | SKN-1 inh | eLon inh | FAS-TE inh | MsrA act
1 | -18 | -4 | -8 | -11
2 | 6 | 1 | 5 | -5
3 | 7 | -4 | 6 | -2
4 | -8 | 0 | -1 | -6
5 | -5 | -6 | -7 | -2
6 | -13 | 0 | 4 | 1
7 | -12 | -4 | -8 | -3
8 | 6 | -3 | 0 | -5

Values in list order from the entries so far.
eLon inh for entries 1 to 8, in order: -4, 1, -4, 0, -6, 0, -4, -3
Rin1 Abl inh for entries 1 to 8, in order: 4, 5, -1, 3, 0, 2, -1, -1

Next section.
# | canonical_smiles | NRP1-CendR mod | Rin1 Abl inh | MsrA inh | Neddyl block | MT1-MMP act inh
9 | O=C(/C=C/c1ccc(F)cc1)NC(=S)NNC(=O)c1cnccn1 | 9 | 2 | -0.8 | + | 16
10 | Cn1cnnc1SCC(=O)NC1CCCCCC1 | 5 | 0 | -0.9 | i | 0
11 | COc1ccc(-c2nc(N)n(C(=O)c3ccccc3)n2)cc1 | 15 | -1 | 0.6 | i | 2
12 | CS(=O)(=O)Nc1ccc(Br)cc1C(=O)c1ccccc1 | 1 | -2 | -0.4 | i | -4
13 | O=C(CSc1ncccc1C(=O)O)NCc1ccc(F)cc1 | 17 | -2 | 0.0 | i | -1
14 | CC1CCN(C(CNS(=O)(=O)c2ccccc2)c2ccccc2)CC1 (configuration not stated) | 10 | 6 | 1.0 | i | 26
15 | O=C(O)C1C(C(=O)Nc2ccc(Cl)cc2)C2C=CC1C21CC1 (configuration not stated) | 28* | -3 | -0.1 | i | 4
16 | CCOC(=O)c1c(C)c(C(=O)Nc2ccc(F)cc2)c(C)n1C | 6 | -1 | 1.3 | i | 3

# | SKN-1 inh | eLon inh | FAS-TE inh | MsrA act
9 | -3 | -2 | 2 | -6
10 | -7 | -3 | -7 | -7
11 | 4 | -1 | 7 | -3
12 | 7 | 0 | -2 | -5
13 | 16 | 0 | -6 | -5
14 | 1 | 11 | 3 | -10
15 | 9 | -3 | -6 | -7
16 | 12 | -14 | -4 | -5

For convenience, part of the list above.
# | canonical_smiles | NRP1-CendR mod | Rin1 Abl inh | MsrA inh | Neddyl block | MT1-MMP act inh
15 | O=C(O)C1C(C(=O)Nc2ccc(Cl)cc2)C2C=CC1C21CC1 (configuration not stated) | 28* | -3 | -0.1 | i | 4
16 | CCOC(=O)c1c(C)c(C(=O)Nc2ccc(F)cc2)c(C)n1C | 6 | -1 | 1.3 | i | 3

# | SKN-1 inh | eLon inh | FAS-TE inh | MsrA act
15 | 9 | -3 | -6 | -7
16 | 12 | -14 | -4 | -5

Additional results follow:
# | canonical_smiles | NRP1-CendR mod | Rin1 Abl inh | MsrA inh | Neddyl block | MT1-MMP act inh
17 | CCOC(=O)c1c(NC(=O)COC(=O)Cn2cnc3ccccc32)sc(C)c1C | -13 | 1 | 1.7 | i | 9
18 | O=C(NCc1ccccc1F)c1ccc(S(=O)(=O)N2CCCCCC2)cc1 | 0 | 1 | 0.6 | i | 2
19 | S=C(Nc1ccc2nc(-c3ccccn3)c(-c3ccccn3)nc2c1)N1CCOCC1 | 9 | 0 | 2.5 | + | -18
20 | CCN(CC)c1ccc(/C=C(\C#N)c2ccccn2)cc1 | -171 | -6 | / | i | -102
21 | O=C(Nc1ccc(F)c(Cl)c1)c1cncs1 | 4 | 1 | -0.8 | i | -3
22 | O=C1CCN(C(=O)c2cccs2)c2ccccc21 | 7 | 3 | 0.3 | i | -2
23 | C#CCOCCOCCOCCNc1nc(N2CCN(C(=O)Cn3cc(CCCCN)nn3)CC2)nc(N2CCN(C(=O)[C@H](CCCCN)n3cc(CCC(=O)O)nn3)CC2)n1 | 0 | 1 | -0.2 | i | 4
24 | Clc1ccc(-c2csc(Nc3ccccc3)[n+]2Cc2ccco2)c(Cl)c1 | 8 | 0 | 1.4 | i | -1

# | SKN-1 inh | eLon inh | FAS-TE inh | MsrA act
17 | 3 | -7 | 0 | -4
18 | 2 | 12 | 13 | 2
19 | 4 | 20* | -6 | -6
20 | 23 | -148 | 21 | -3
21 | -8 | -3 | 1 | -5
22 | -16 | -11 | -14 | -7
23 | 1 | 8 | -2 | -3
24 | 4 | 1 | 30 | -2

Four entries from above, as a markdown table:
| nr | SMILES | NRP1-CendR mod | Rin1 Abl inh | MsrA inh | Neddyl block | MT1-MMP act inh | SKN-1 inh | eLon inh | FAS-TE inh | MsrA act |
| --- | --- | --- | --- | --- | --- | --- | --- | --- | --- | --- |
| 4 | CN(CC(=O)Nc1cccc(S(=O)(=O)NC2=NCCC2)c1)Cc1ccccc1Cl | 24 | 3 | -0.6 | i | -3 | -8 | 0 | -1 | -6 |
| 5 | CN1CCN(C(=O)/C(=C/c2ccc(F)cc2)c2ccsc2)CC1 | 2 | 0 | 2.5 | i | 4 | -5 | -6 | -7 | -2 |
| 6 | Brc1ccccc1/C=N/N1CCCCC1 | 4 | 2 | -1.0 | i | -3 | -13 | 0 | 4 | 1 |
| 7 | CCOc1ccc(C2N(c3cc(C)on3)C(=O)C3CCCN32)cc1OC (configuration not stated) | 4 | -1 | -1.0 | i | -2 | -12 | -4 | -8 | -3 |

The results go on.
# | canonical_smiles | NRP1-CendR mod | Rin1 Abl inh | MsrA inh | Neddyl block | MT1-MMP act inh
25 | CCOC(=O)c1ccc(NC(=O)CCc2ccc(C)o2)cc1 | 9 | 5 | -0.4 | i | -2
26 | CN(C)C(=O)/C(=C\c1ccncc1)NC(=O)c1ccccc1 | 17 | -4 | 1.7 | i | 1
27 | O=C(CNS(=O)(=O)c1cccc2nsnc12)NCc1ccc(Cl)cc1 | 4 | -1 | -0.2 | i | -2
28 | NS(=O)(=O)c1ccc(NC(=O)C2CCCN(S(=O)(=O)c3ccc(F)cc3)C2)cc1 (configuration not stated) | -7 | 18* | -0.4 | i | 4
29 | COc1ccc(S(=O)(=O)Nc2ccc(S(=O)(=O)N3CCOCC3)cc2)cc1C | -27 | -1 | 1.7 | i | 4

# | SKN-1 inh | eLon inh | FAS-TE inh | MsrA act
25 | 6 | -3 | 1 | -5
26 | 9 | 2 | 4 | -2
27 | -6 | -5 | -4 | -1
28 | 11 | -4 | 4 | -3
29 | 9 | 6 | 4 | -5

Source: PubChem (several laboratories)
